Screening results deposited in PubChem by several laboratories.
PhoP inhibition: inhibitors of PhoP regulon expression, primary screen, Salmonella Typhimurium, GFP reporter (AID 1863); hit rate 0.16% among 300,000; one-dose inhibition, % at 50 µM; IC50 in µM for titrated hits; S. Typhimurium PhoP-regulated promoter GFP reporter, 4 h; higher % means a stronger effect;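 active = inhibition over 29.93%, a cutoff 3 SD above the screen mean, later confirmed by dose response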;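 also: 0% = low Mg2+ inducing control and 100% = high Mg2+ repressing control; strong numbers were not always called active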
NTR1 ag: agonists of NTR1, primary screen, imaging, U2OS cells, beta-arrestin-GFP, high content (AID 493036); Neurotensin receptor type 1 (Homo sapiens), P30989; NTR1-U2OS beta-arrestin-GFP spot imaging, agonist mode; activation, % at 20 µM; hit rate 0.17% among 330,000;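 active = activation at or above 40% of the spot to cytoplasm intensity ratio, with at least 20 cells analyzed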;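 also: 0% = DMSO without peptide and 100% = 100 nM NTR1 peptide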
Target sequence (P30989 whole entry, looked up): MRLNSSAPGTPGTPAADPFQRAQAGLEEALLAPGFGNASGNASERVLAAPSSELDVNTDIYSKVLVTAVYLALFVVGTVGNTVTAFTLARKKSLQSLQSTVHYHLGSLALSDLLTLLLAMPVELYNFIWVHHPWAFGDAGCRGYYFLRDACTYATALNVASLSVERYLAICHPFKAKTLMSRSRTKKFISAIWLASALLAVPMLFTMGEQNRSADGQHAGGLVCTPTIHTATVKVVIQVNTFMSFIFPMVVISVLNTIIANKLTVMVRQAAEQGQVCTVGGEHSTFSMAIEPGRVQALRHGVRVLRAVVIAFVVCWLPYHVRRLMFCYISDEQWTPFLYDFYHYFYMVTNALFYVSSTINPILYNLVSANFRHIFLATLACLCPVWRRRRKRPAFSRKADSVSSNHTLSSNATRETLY
Myeloid diff 2: induction of myeloid progenitor differentiation, primary screen, cell-based, flow cytometry, MLPCN library; hit rate 1% among 360,000; calls only at 10 µM; ER-HoxA9 myeloid progenitors, lysozyme-GFP differentiation; AID 624256, 2012;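 active = normalized GFP-positive differentiation at or above the plate's own cutoff, the solvent-only control mean plus 3 SD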;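 also: cells exposed to compound for four days before flow analysis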
NTR1 ag cell count 20 µM: second read-out of NTR1 ag, no call of its own (marks repeat the call); cell count; measured here: cell count, cytotoxicity flag
Myeloid diff 2 GFP+ MAC1+ %: further read-out of Myeloid diff 2, marked with its call; GFP+ MAC1+ double positive, %; measured here: differentiation confirmed by MAC1 staining
Starred values were filed as active, the others as inactive; i = inactive; . = not tested or not shown; + = active, no number. Not all compounds are listed; the hit share may differ from the screen's.

SMILES | PhoP inhibition | NTR1 ag | NTR1 ag cell count 20 µM | Myeloid diff 2 | Myeloid diff 2 GFP+ MAC1+ %
O=c1ncc(F)c[nH]1 | 12% | . | . | . | .
C[C@H]1[C@@H](OC(=O)CCC(=O)O)O[C@@H]2OC3(C)CC[C@H]4[C@H](C)CC[C@@H]1[C@@]24OO3 | -2% | . | . | . | .
COc1cc(/C=C2\C(=O)ON=C2c2ccc(Cl)cc2)ccc1O | . | 49* | 53* | . | .
O=C(N/N=C/c1c(O)ccc2ccccc12)Nc1ccccc1 | . | 1.6 | 55 | . | .
CCc1nc(SCc2nnc(-c3ccc(C)cc3)o2)c2c(C)c(C)sc2n1 | . | 8.9 | 58 | . | .
Cc1ccc2c(c1)-n1c(nc3cc(F)ccc3c1=O)C(Cc1ccccc1)NC2=O (stereo not drawn) | . | 2.8 | 58 | . | .
C#CCOCCOCCOCCNc1nc(N2CCN(C(=O)C([C@@H](C)CC)n3cc(C(N)COC(=O)C(F)(F)F)nn3)CC2)nc(N2CCN(C(=O)[C@H](CCCCN)n3cc(C(N)[C@H](C)CC)nn3)CC2)n1 (stereo partly drawn) | . | 2.5 | 73 | . | .
O=C(NCc1ccccc1Br)c1cccc2c1C(=O)c1ccc(N3CCOCC3)cc1S2(=O)=O | . | 5.9 | 64 | . | .
Cc1ccccc1/C=C/C(=O)c1ccc([N+](=O)[O-])o1 | . | -3.7 | 80 | . | .
CCCc1cc(=O)[nH]c(/N=C(/NC(=O)c2ccccc2)Nc2ccc3c(c2)OCCO3)n1 | . | -3.1 | 99 | . | .
COc1ccc(-c2nn(C)c(=O)c3ccccc23)cc1CNC(=O)CN1CCOCC1 | . | 0.3 | 47 | . | .
Cc1ccc2nc3n(c(=O)c2c1)-c1ccccc1C(=O)NC3Cc1ccccc1 (stereo not drawn) | . | -0.4 | 49 | . | .
O=C(NCc1cc(C(F)(F)F)cc(C(F)(F)F)c1)C1CC(c2ccccc2C(F)(F)F)=NO1 (stereo not drawn) | . | -0.7 | 101 | . | .
COc1ccc(NS(=O)(=O)c2ccc(NN=Cc3ccc(C(=O)O)cc3)c([N+](=O)[O-])c2)cc1 | . | 2.9 | 57 | . | .
CC1(C)O[C@@H]2[C@H](O1)[C@@H](COS(=O)(=O)O)O[C@H]2n1cnc2c(N)ncnc21 | . | -0.3 | 52 | . | .
O=C1NC(Cc2ccc(O)cc2)c2nc3ccc(Cl)cc3c(=O)n2-c2cc(Cl)ccc21 (stereo not drawn) | . | 1.4 | 55 | . | .
Cc1nn(Cc2ccccc2)c(C)c1NC(=O)CSc1nc2sc3c(c2c(=O)n1C)CCC3 | . | -0.3 | 44 | . | .
CN=C1S/C(=C\c2cccn2-c2cccc(Br)c2)C(=O)N1C | . | -0.9 | 91 | . | .
CC(=O)c1ccc(O[C@@H]2O[C@H](CO)[C@@H](O)[C@H](O)[C@H]2O)cc1 | . | -0.8 | 56 | . | .
COc1ccccc1NC(=O)c1ccc([N+](=O)[O-])o1 | . | 3.1 | 52 | . | .
O=C1NC(Cc2ccccc2)c2nc3ccc(Cl)cc3c(=O)n2-c2ccccc21 (stereo not drawn) | . | -1.3 | 56 | . | .
NC(=O)C1CCN(c2nc(-c3ccc4c(c3)OCCO4)cs2)CC1 | . | 1.7 | 57 | . | .
Cc1cccc2c1Sc1ccc(Cl)cc1CC2N1CCNCC1 (stereo not drawn) | . | 15 | 13 | . | .
CC(C)[C@@]1(c2ccccc2)ON(c2ccccc2C(F)(F)F)C1=O | . | -0.1 | 46 | . | .
COc1ccc(C2c3c(oc4ccccc4c3=O)C(=O)N2Cc2ccncc2)cc1OC (stereo not drawn) | . | -1.2 | 74 | . | .
C=C1C(O)[C@@H]2O[C@]3(CC[C@H](/C=C/C(C)[C@@H]4CC(C)=CC5(O[C@H](C[C@@](C)(O)CO)CCC5O)O4)O3)CC[C@H]2O[C@@H]1C(O)CC(C)[C@H]1OC2(CCCCO2)CCC1C (stereo partly drawn) | . | -0.6 | 45 | . | .
C[C@@H]1CCCCCCCCC(=O)OCCN(C(=O)OC(C)(C)C)[C@H](C)CCCCCCCCC(=O)OCCN(C(=O)OC(C)(C)C)[C@H](C)CCCCCCCCC(=O)OCCN1C(=O)OC(C)(C)C | . | 0.5 | 59 | . | .
O=C1N[C@@H](Cc2ccccc2)C(=O)N2[C@H]3Nc4ccccc4[C@@]3([C@]34C[C@H]5C(=O)N[C@@H](Cc6ccccc6)C(=O)N5[C@H]3Nc3ccccc34)C[C@@H]12 | . | 4.4 | 91 | . | .
Cn1c(N)c(C(=O)COC(=O)c2cc(-c3ccccc3)nc3ccccc23)c(=O)n(C)c1=O | . | 15 | 101 | . | .
COC/C=C/C1=CC2=CC(=O)C(C)(O)C(=O)C2=CO1 (stereo not drawn) | . | -2.9 | 79 | . | .

12 consecutive records from above, for reference:
SMILES | PhoP inhibition | NTR1 ag | NTR1 ag cell count 20 µM | Myeloid diff 2 | Myeloid diff 2 GFP+ MAC1+ %
CC(=O)c1ccc(O[C@@H]2O[C@H](CO)[C@@H](O)[C@H](O)[C@H]2O)cc1 | . | -0.8 | 56 | . | .
COc1ccccc1NC(=O)c1ccc([N+](=O)[O-])o1 | . | 3.1 | 52 | . | .
O=C1NC(Cc2ccccc2)c2nc3ccc(Cl)cc3c(=O)n2-c2ccccc21 (stereo not drawn) | . | -1.3 | 56 | . | .
NC(=O)C1CCN(c2nc(-c3ccc4c(c3)OCCO4)cs2)CC1 | . | 1.7 | 57 | . | .
Cc1cccc2c1Sc1ccc(Cl)cc1CC2N1CCNCC1 (stereo not drawn) | . | 15 | 13 | . | .
CC(C)[C@@]1(c2ccccc2)ON(c2ccccc2C(F)(F)F)C1=O | . | -0.1 | 46 | . | .
COc1ccc(C2c3c(oc4ccccc4c3=O)C(=O)N2Cc2ccncc2)cc1OC (stereo not drawn) | . | -1.2 | 74 | . | .
C=C1C(O)[C@@H]2O[C@]3(CC[C@H](/C=C/C(C)[C@@H]4CC(C)=CC5(O[C@H](C[C@@](C)(O)CO)CCC5O)O4)O3)CC[C@H]2O[C@@H]1C(O)CC(C)[C@H]1OC2(CCCCO2)CCC1C (stereo partly drawn) | . | -0.6 | 45 | . | .
C[C@@H]1CCCCCCCCC(=O)OCCN(C(=O)OC(C)(C)C)[C@H](C)CCCCCCCCC(=O)OCCN(C(=O)OC(C)(C)C)[C@H](C)CCCCCCCCC(=O)OCCN1C(=O)OC(C)(C)C | . | 0.5 | 59 | . | .
O=C1N[C@@H](Cc2ccccc2)C(=O)N2[C@H]3Nc4ccccc4[C@@]3([C@]34C[C@H]5C(=O)N[C@@H](Cc6ccccc6)C(=O)N5[C@H]3Nc3ccccc34)C[C@@H]12 | . | 4.4 | 91 | . | .
Cn1c(N)c(C(=O)COC(=O)c2cc(-c3ccccc3)nc3ccccc23)c(=O)n(C)c1=O | . | 15 | 101 | . | .
COC/C=C/C1=CC2=CC(=O)C(C)(O)C(=O)C2=CO1 (stereo not drawn) | . | -2.9 | 79 | . | .

(cont.)
SMILES | PhoP inhibition | NTR1 ag | NTR1 ag cell count 20 µM | Myeloid diff 2 | Myeloid diff 2 GFP+ MAC1+ %
COc1ccc(CN2[C@@H](CC(=O)O)c3ccc(C(F)(F)F)cc3S2(=O)=O)cc1 | . | 1.6 | 91 | . | .
O=C1c2ccc(-c3nc4ccccc4o3)cc2C(=O)N1Cc1cccnc1 | . | 1.5 | 52 | . | .
Cc1ccc(/C=C/C(=O)c2ccc([N+](=O)[O-])o2)cc1 | . | 6.0 | 42 | . | .
O=C1c2ccccc2C(=O)C1(O)O | . | -2.5 | 51 | . | .
CC(C)=CCc1c2c(c(O)c3c(=O)c4c(oc13)-c1cc(O)c(O)cc1OC4C=C(C)C)C=CC(C)(C)O2 (stereo not drawn) | -2% | 4.8 | 96 | . | .
C#CCOCCOCCOCCNc1nc(N2CCN(C(=O)CCCCCCCCCCNC(=O)[C@H](CO)n3cc(CCCSC)nn3)CC2)nc(N2CCN(C(=O)CCCCCCCCCCNC(=O)[C@H](CCCCN)n3cc(C[C@@H](C)CC)nn3)CC2)n1 | -8% | 34 | 104 | . | .
CC(C)=CCc1c(-c2ccc(O)cc2O)oc2cc3c(c(O)c2c1=O)C=CC(C)(C)O3 | -2% | 7.0 | 79 | . | .
COc1cc(OC)c(/C=C2\C(=O)Nc3ccccc32)c(OC)c1 | -5% | 4.8 | 58 | . | .
CC(=O)OC1=C(O)C(=O)c2ccccc2C1=O | 5% | 2.2 | 80 | . | .
COc1ccnc(CS(=O)c2nc3cc(OC(F)F)ccc3[nH]2)c1OC (stereo not drawn) | -4% | 1.1 | 54 | . | .
CC(C)=CCc1c(-c2ccc(O)cc2O)oc2c3c(cc(O)c2c1=O)OC(C)(C)C=C3 | 16% | 16 | 92 | . | .
CCCCC1=CC2=CC(=O)C(C)(OC(=O)c3ccc(Cl)nc3)C(=O)C2=CO1 (stereo not drawn) | -2% | -1.6 | 113 | . | .
Nc1nc2c(ncn2CCC(CO)CO)c(=O)[nH]1 | 0% | -0.5 | 58 | . | .
CCOC(=O)OC(C)OC1=C(C(=O)Nc2ccccn2)N(C)S(=O)(=O)c2ccccc21 (stereo not drawn) | -2% | -1.2 | 75 | . | .
COC(=O)C1=C(COc2ccccc2)NC(=O)NC1c1ccc(Cl)cc1 (stereo not drawn) | 3% | 0.9 | 96 | . | .
CC(C)C(=O)N1CCC1(C)C(=O)NS(=O)(=O)c1cccs1 (stereo not drawn) | . | . | . | i | 0.4
COc1ccc(CNC(=O)c2ccc3nc(C)c(N(C)Cc4ccc(NC(C)=O)cc4)n3c2)cc1 | . | . | . | i | 0.9
O=C(NCC1CCOCC1)C1Cc2c(-c3ccccc3Oc3ccccc3)ccnc2O1 (stereo not drawn) | . | . | . | i | 0.7
COc1ccc(C(=O)NCC[N+](C)(C)C)cc1 | . | . | . | i | 0.4
Cn1c(=O)c2c(-c3ccccc3)n(-c3cc(Cl)c([N+](=O)[O-])cc3O)cc2n(C)c1=O | . | . | . | i | 1.8
Cc1ccc(-c2cnc3c(Nc4cccc(OC(F)(F)C(F)F)c4)nccn23)cc1 | . | . | . | i | 0.7
CC(C)N1CCC(C)(C(=O)Nc2ccc(-n3cccc3)cc2)C1 (stereo not drawn) | . | . | . | i | 0.8
O=C1NC[C@H](CCCCN2C[C@H](Cc3ccc(O)cc3)N(CC3CCCCC3)C(=O)C2=O)N(CCc2ccccc2)C1=O | . | . | . | i | 0.6
OC[C@H]1O[C@@H](c2nc(-c3nc(-c4ccc(F)cc4)no3)cs2)[C@H](O)[C@@H]1O | . | . | . | i | 0.4
COc1ccc(C(=O)N2CCC(C)(C(=O)O)C2)cc1OC (stereo not drawn) | . | . | . | i | 0.6
O=C1c2cccc(-c3ccc(C(F)(F)F)cc3)c2C2CCCCN12 (stereo not drawn) | . | . | . | i | 0.4
CC(C)n1c(=O)c2ccccc2n1Cc1cn(Cc2cccs2)nn1 | . | . | . | i | 1.6
CCCNC(=O)C1(C)CCCN(Cc2ccc(-c3ccccn3)cc2)C1 (stereo not drawn) | . | . | . | i | 0.3
COc1ccc(C(O)c2nc(-c3ccc(OC)nc3)cs2)cc1 (stereo not drawn) | . | . | . | i | 0.3
CC1(C(=O)NS(=O)(=O)c2ccc(Cl)cc2)CCN1C(=O)c1ccccc1CCc1ccccc1 (stereo not drawn) | . | . | . | i | 0.0
O=C(Nc1c(-c2ccccc2)[nH][nH]c1=O)c1cccs1 | . | . | . | i | 0.6
O=C(NC1CCCC1)N[C@@H]1C=C[C@@H](CC(=O)N2CCOCC2)O[C@@H]1CO | . | . | . | i | 1.9
CN1CCN(c2ccc(CNC(=O)c3ccc(-c4cnn(C)c4)c4ccoc34)cc2)CC1 | . | . | . | i | 1.4
Cc1ccc(-c2ccc(CN3C(C)C(=O)N(Cc4cn(Cc5ccco5)nn4)CCS3(=O)=O)cc2)c(C)c1 (stereo not drawn) | . | . | . | i | 1.8
COc1ccc(Cl)cc1CC1(C)C(=O)Nc2ccc(-c3ccccc3OC)cc21 (stereo not drawn) | . | . | . | + | 2.4*
COc1cc2oc(=O)cc(CN3CCCCCCC3)c2cc1Cl | . | . | . | i | 1.7
Cn1ccc2c(-c3ccc4c(c3)OCCO4)cc3c(c21)C1CCC3C1 (stereo not drawn) | . | . | . | i | 2.0
CC(C)n1nnnc1C1c2ccccc2C(=O)N1Cc1ccc(F)cc1 (stereo not drawn) | . | . | . | i | 1.5
CC1(C(=O)NS(=O)(=O)C2CC2)CCN(C(=O)c2c(F)cccc2F)C1 (stereo not drawn) | . | . | . | i | 0.3
O=C(Nc1ccccc1Cl)c1cc(C2CCCN(C(=O)c3cccs3)C2)on1 (stereo not drawn) | . | . | . | i | 0.9
COCc1cccc(-c2csc(C(O)c3ccc(OC)cc3)n2)c1 (stereo not drawn) | . | . | . | i | 1.5
CCc1nc2ccc(C(=O)N(C)CCCN(C)C)cn2c1N(CC)CCOC | . | . | . | i | 1.2
